Screening data from PubChem BioAssay.
hgDAF12 agonist: hgDAF-12 agonism, primary luciferase screen; HEK293 GAL4-hgDAF12 UAS-luciferase reporter, agonist luminescence; normalized to butyrate control; activation, % at 6.8 µM; 1.8% of 370,000 active;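 active means activation above a cutoff set at the mean of all screened compounds plus 3 SD, cut at about 10% in these data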;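 further: 0% = DMSO wells and 100% = sodium butyrate wells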
DAX1 inh-1: DAX1 (NR0B1) inhibition, primary screen; HEK293T StAR-luciferase reporter, SF-1/DAX-1 repression relief; AID 652010; 1.1% of 370,000 active; inhibition, % at 6.8 µM;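 active means inhibition above the mean over all tested compounds plus 3 SD, cut at about 3.6% in these data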;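 further: 0% = DAX-1 cells with DMSO and 100% = cells lacking DAX-1 with DMSO; higher inhibition means more luminescence from relief of DAX-1 repression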
hcDAF-12 act: activates DAF-12 receptor from parasite H. contortus; HEK293 hcDAF-12 lit1-tk-luc reporter, luminescence; 0% DMSO, 100% Δ7-dafachronic acid; activation, % at 6.8 µM; 1.4% of 370,000 active; AID 652067;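 active means activation above the mean of all tested compounds plus 3 SD, cut at about 5.5% in these data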;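 further: 100% = response to 3 µM Δ7-dafachronic acid high control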
PG9 binder: PG9 antibody binding by small molecule | TR-FRET gp120-PG9 antibody binding | inhibition, % at 6.7 µM | 0.43% of 360,000 active | AID 624416; in the data active means inhibition above about 8.5%
sPLA2-III inh: Blocks human group III sPLA2 activity. Q9NZ20. QFRET BODIPY PC-A2 liposome hydrolysis, fluorescence. inhibition, % at 12.2 µM. 0.56% of 370,000 active. AID 743126;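 active means inhibition above mean plus 3 SD of compounds lying within the high and low control bounds, cut at about 19% in these data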;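 further: 0% = median of test compound wells and 100% = no enzyme DMSO wells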
Target sequence (Q9NZ20 whole entry, looked up): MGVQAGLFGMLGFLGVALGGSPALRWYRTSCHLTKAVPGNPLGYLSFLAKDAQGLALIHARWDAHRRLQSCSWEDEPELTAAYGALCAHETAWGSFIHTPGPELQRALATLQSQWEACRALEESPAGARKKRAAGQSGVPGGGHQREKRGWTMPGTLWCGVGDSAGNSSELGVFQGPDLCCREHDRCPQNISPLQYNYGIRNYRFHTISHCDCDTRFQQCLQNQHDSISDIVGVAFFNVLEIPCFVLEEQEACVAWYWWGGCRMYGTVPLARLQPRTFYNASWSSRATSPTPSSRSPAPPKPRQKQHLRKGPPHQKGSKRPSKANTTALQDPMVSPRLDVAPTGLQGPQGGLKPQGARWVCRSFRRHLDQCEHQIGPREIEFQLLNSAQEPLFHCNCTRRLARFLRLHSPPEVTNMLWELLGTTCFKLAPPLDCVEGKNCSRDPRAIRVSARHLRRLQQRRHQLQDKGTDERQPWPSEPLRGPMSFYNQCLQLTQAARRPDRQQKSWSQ
ssDAF12 agonist: S. stercoralis DAF-12 activation, primary screen | HEK293 ssDAF-12/GRIP1 lit1-tk-luc reporter, luminescence; % of 3 µM dafachronic acid response | 1% of 370,000 active | activation, % at 6.8 µM;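 active means activation above the mean over all tested compounds plus 3 SD, cut at about 0.9% in these data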;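 further: 0% = DMSO-only wells and 100% = 3 µM delta7-dafachronic acid wells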
SMARCA2 act: SMARCA2 function activation, primary screen; MG213 cells, MMTV-luciferase reporter, dexamethasone, overnight; AID 652017; 1% of 370,000 active; activation, % at 9.1 µM; in the data active means activation above about 7.8%;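 further: 0% = vehicle wells and 100% = reference activator wells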
DAX1 inh-2: NR0B1 (DAX1) inhibition | AID 504766 | 0.99% of 340,000 active | inhibition, % at 6.75 µM | HEK293 Gal4-DAX1 luciferase reporter, luminescence;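 active means inhibition above the mean over all tested compounds plus 3 SD, cut at about 4.2% in these data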;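 further: 0% = DAX1-transfected cells with DMSO and 100% = empty-vector control cells with DMSO; inhibition shows as a rise in luminescence from relieved DAX1 repression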
PLC-beta3 inh: PLC-beta3 (human) inhibition, primary screen; Q01970; Purified PLC-beta3, fluorogenic substrate, fluorescence; inhibition, % at 12.2 µM; 0.18% of 370,000 active; in the data active means inhibition above about 11%;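 further: 0% = median of compound wells on plate and 100% = full blocker control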
FXN GAA850 act: increases GAA850 frataxin promoter reporter activity; HEK293 lucGAA850 FXN promoter luciferase reporter, 24 h; percent of 10 µM SAHA response; activation, % at 6 µM; 0.56% of 360,000 active;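 active means activation above the average of all compounds screened plus 3 SD, cutoff fixed separately per campaign, cut at about 7.5% in these data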;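 further: 0% = DMSO wells and 100% = 10 µM SAHA wells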
Rev-erbA mod: modulators of human Rev-erb alpha DNA binding | activity, % at 10 µM | AID 1259318 | Rev-erbα–FITC-DNA binding, fluorescence polarization, 90 min | 0.79% of 370,000 active;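 active means activity above about 14%, limit read from the data; passing the limit was not always enough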;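 further: 0% = DMSO wells with 35 nM protein and 100% = DMSO wells with 750 nM protein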
Target sequence (P20393 whole entry, looked up): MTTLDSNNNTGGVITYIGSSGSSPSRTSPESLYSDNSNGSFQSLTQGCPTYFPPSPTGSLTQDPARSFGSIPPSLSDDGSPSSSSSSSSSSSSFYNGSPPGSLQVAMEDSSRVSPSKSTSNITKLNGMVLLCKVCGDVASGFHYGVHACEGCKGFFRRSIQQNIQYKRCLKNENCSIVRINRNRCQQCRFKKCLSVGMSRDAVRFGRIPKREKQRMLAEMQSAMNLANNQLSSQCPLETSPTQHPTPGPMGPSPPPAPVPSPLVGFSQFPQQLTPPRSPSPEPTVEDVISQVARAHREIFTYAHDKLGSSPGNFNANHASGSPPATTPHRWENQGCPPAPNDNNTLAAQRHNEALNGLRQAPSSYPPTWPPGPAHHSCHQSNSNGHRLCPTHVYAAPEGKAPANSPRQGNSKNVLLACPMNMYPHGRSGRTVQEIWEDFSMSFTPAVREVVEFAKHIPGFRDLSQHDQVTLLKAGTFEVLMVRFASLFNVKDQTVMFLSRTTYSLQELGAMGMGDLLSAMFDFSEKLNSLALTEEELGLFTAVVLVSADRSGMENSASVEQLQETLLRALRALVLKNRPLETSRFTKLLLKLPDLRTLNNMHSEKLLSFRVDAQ
An asterisk follows results filed as active; x = not tested or not shown.

SMILES	hgDAF12 agonist	DAX1 inh-1	hcDAF-12 act	PG9 binder	sPLA2-III inh	ssDAF12 agonist	SMARCA2 act	DAX1 inh-2	PLC-beta3 inh	FXN GAA850 act	Rev-erbA mod
COc1ccc(Cc2nnc(NS(=O)(=O)c3ccc([N+](=O)[O-])cc3)s2)cc1	1.0	-0.3	-0.1	1.0	-36	-0.7	-1	-1.0	-11	1.2	-3
CCCCCCCOc1ccc(OC(=O)c2cccnc2)cc1	-1.2	0.5	0.8	0.4	5	-1.1	-2	1.3	2	-0.2	1
O=C(NN1CCOCC1)c1cccc(COc2cccc(Br)c2)c1	0.5	0.5	0.5	-1.3	1	-0.9	1	-0.7	3	8.0*	2
CC(C)Oc1ccc(S(=O)(=O)N2CCOCC2)cc1NC(=O)CN1C(=O)NC2(CCCC2)C1=O	1.4	1.6	0.8	1.5	8	-0.6	-1	-0.2	-6	4.9	-6
C[C@H](O)[C@@H]1CN2CCc3c([nH]c4cccc(-c5ccccc5)c34)[C@@H]2C[C@@H]1N(C)C(=O)c1ccco1	3.0	0.5	-1.0	x	4	-1.4	-4	x	-289	x	-2
COc1cccc(C(=O)N(Cc2ccc(N(C)C)cc2)C2CCS(=O)(=O)C2)c1 (stereo not drawn)	-0.2	0.7	-0.6	-1.6	-4	-1.1	-3	-0.7	-1	-0.3	1
Cc1ccc(NC(=O)O/N=C/c2cccc([N+](=O)[O-])c2)cc1	5.0	1.9	1.3	-3.3	1	-1.4	8	4.2	6	3.7	2
CC(=O)c1ccc(N2CCN(C(=O)c3ccccc3SCC(=O)NCc3ccco3)CC2)c(F)c1	-0.9	-1.2	1.8	-2.3	-4	-0.2	0	-0.2	-22	2.8	-7
Cc1nc(-c2ccccn2)sc1C(=O)O	3.9	0.5	-2.0	-2.3	-2	-0.7	0	-0.3	3	3.0	-3
Cc1cc(C(=O)NCc2ccc(S(N)(=O)=O)cc2)ccc1[N+](=O)[O-]	-2.6	0.2	0.0	-1.8	6	-1.3	-1	-0.4	6	2.1	-2
CCOC(=O)N1CCN(C(=O)CSc2ccc(-c3cccc(OC)c3)nn2)CC1	-1.6	-1.6	-2.0	0.2	-6	-1.3	-3	0.1	3	0.6	-5
CCn1c(=O)n(CC)c2cc(N3CCCC3)c(NC(=O)c3ccccc3F)cc21	0.3	-1.2	-0.8	-4.3	2	-1.5	-3	-0.1	-33	2.8	1
O=C(CN1C(=O)CSC1=O)Nc1ccc(C(=O)O)cc1	0.1	-0.1	-0.2	1.4	6	-1.4	-1	1.2	0	-0.1	3
O=C(C(=O)N1CCC(CNS(=O)(=O)c2ccc(F)c(F)c2)CC1)c1cc2ccccc2o1	1.1	-1.4	-1.3	-0.2	-23	-1.4	-6	x	-3	x	-1
N#Cc1ccccc1OCC(=O)N1CC(=O)Nc2ccccc21	-2.4	0.1	-0.6	-0.3	-5	-0.2	-4	1.1	2	0.2	-3
Cc1onc(-c2c(F)cccc2Cl)c1C(=O)Nc1nc2ccccc2[nH]1	4.3	0.0	2.4	-0.6	4	-0.2	0	-0.2	-5	-2.0	7
CC(C)(O)C#Cc1ccc(CN2CCC(n3nccc3NC(=O)C3CC3)CC2)cc1	0.1	1.7	-1.5	-2.1	1	-0.7	3	-0.3	-6	1.9	2
Cc1[nH]n(-c2cccc(Cl)c2)c(=O)c1/C=N/n1c(C)nc2ccccc2c1=O	-2.7	-0.3	-1.3	-2.4	4	-0.8	-2	-0.5	-16	-1.5	-1
CN1[C@@H](Cc2ccccc2)COc2cc(F)ccc2S1(=O)=O	-2.5	-0.8	-2.3	x	14	-1.1	-2	x	-6	x	-5
COCCn1c(=O)[nH]c2cc(C(=O)NCCN3CCN(c4ccccc4F)CC3)ccc2c1=O	-1.0	0.2	-0.6	2.3	2	-1.6	-2	-1.4	-28	0.9	4
O=C(Nc1ccc2[nH]ccc2c1)c1ccc(F)cc1	16*	3.0	8.2*	-1.6	-9	1.5*	5	-2.8	-5	2.8	-2
C[C@@H]1CCCCO[C@H](CN(C)C)[C@H](C)CN([C@@H](C)CO)C(=O)c2cc(NC(=O)Nc3ccc(C(F)(F)F)cc3)ccc2O1	-0.5	0.2	-0.2	-2.0	-24	-1.2	-5	0.6	3	-1.0	0
O=C(COc1ccc(Br)cc1)NCCCN1CCCC1=O	1.0	3.3	-1.3	-1.4	6	-0.8	-3	1.2	-2	1.9	-4
O=C(CCNC(=O)c1ccccc1Cl)Nc1ccc(S(=O)(=O)Nc2nccs2)cc1	-0.2	-0.1	0.1	-0.7	-13	-1.2	1	1.3	2	1.0	-3
Cc1ccc2nc(-c3cccc(Cl)c3)c(Cc3ccsc3)n2c1	16*	2.5	1.6	-0.9	1	0.7	2	x	-15	x	4
OCc1ccccc1OCc1ccccc1	3.3	0.9	3.7	1.0	-3	-1.5	-3	x	1	x	3
CC(C)(C)NCc1cc(Br)ccc1OC1CCCC1	5.7	-0.2	0.1	0.3	-1	-1.5	1	2.0	3	-1.6	-4
O=C(CNC(=O)N1CC(=O)Nc2ccccc21)NCCc1c[nH]c2ccccc12	-0.4	0.3	5.4	-2.0	-9	0.2	2	2.3	2	-0.7	5
COc1cccc(-c2csc(N3CCN(C(=S)Nc4ccccc4C)CC3)n2)c1	5.7	0.4	-0.5	-2.7	14	-1.0	0	0.7	-3	0.7	1
Cc1ccc(OCC(=O)NNC(=O)C(C)Sc2ncnc3sc(C)c(C)c23)cc1 (stereo not drawn)	-0.8	0.1	0.0	-1.5	-5	-2.2	-1	-1.8	-6	-0.5	1
C[C@H](CO)N1C[C@H](C)[C@H](CN(C)S(=O)(=O)c2ccccc2F)OCc2cnnn2CCCC1=O	-1.3	0.4	0.1	-0.5	7	-1.0	2	0.2	3	-1.6	-4
CCn1nnnc1-c1ccc(OC)c(S(=O)(=O)NCCc2ccccc2)c1	1.5	-1.0	0.7	-0.1	0	-1.8	-5	3.1	1	-0.7	-2
O=C(Nc1ccc(NC(=O)C2CCCCC2)nc1)c1cccc(F)c1	2.5	-0.2	-0.8	0.3	3	-1.2	0	-1.1	-7	0.2	-1
Cc1ccccc1C(=O)NC(NC(=S)Nc1ccc(S(N)(=O)=O)cc1)C(Cl)(Cl)Cl (stereo not drawn)	-1.5	0.0	0.0	0.3	-17	-1.4	-2	1.1	4	-2.0	4
CC(C)N(Cc1cn(C)nc1-c1cccc(Cl)c1)Cc1nccn1C	-3.5	0.5	-0.7	-5.0	-7	-1.4	-2	-1.0	8	2.2	2
Cc1c(Cl)cccc1NC(=O)CN1CCC(NC(=O)C2CCCCC2)CC1	3.0	-0.2	-1.3	-1.7	2	-0.9	0	1.0	5	0.4	0
COC(=O)C(C)Oc1ccc(-c2nccc(-c3ccccn3)n2)cc1 (stereo not drawn)	3.2	0.1	-2.7	2.1	-4	-1.0	3	1.4	-11	1.0	-8
CC(NC(=O)c1cc2c(s1)CS(=O)(=O)C2)c1ccccc1 (stereo not drawn)	1.2	-1.6	-0.9	-0.4	6	-0.9	-3	0.3	-9	1.4	0
Cc1cccc(N(C(=O)c2csnn2)C(C(=O)NC(C)(C)C)c2cccs2)c1 (stereo not drawn)	-2.2	-0.6	-1.6	-0.1	-4	-1.3	-2	-0.7	7	-0.9	-3
COC(=O)c1cc(COC(=O)c2nc3nccc(C)n3n2)oc1C	-2.5	0.1	0.6	1.1	2	-0.4	-3	0.7	-3	2.4	0
C(=C\c1ccccc1)/CN1CCN(C(c2cc3ccccc3o2)c2nnnn2-c2ccc3c(c2)OCCO3)CC1 (stereo not drawn)	-2.3	-4.3	-2.6	-0.8	-14	-1.6	-2	x	-2	x	-4
C=CCn1c(SC)nnc1-c1ccc2ncccc2c1	0.1	0.2	0.9	-3.0	-2	-1.4	-3	3.1	8	0.1	-3
CCCc1ccc(S(=O)(=O)N/N=C(/C)c2ccc3c(c2)OCO3)cc1	-0.2	-0.5	-0.4	-2.2	-6	-1.0	-1	0.2	-11	0.6	-1
COCCn1nnnc1CN(CCc1ccccc1)Cc1cc2ccc(C)cc2[nH]c1=O	0.0	-0.5	-2.6	1.2	-9	-1.1	-1	-1.3	-5	0.0	-3
CC(C(N)=O)N1C(=O)c2cccc3cccc1c23 (stereo not drawn)	1.1	-0.7	-1.1	-0.2	-3	-0.9	-1	-0.2	-410	-0.3	-3

Some of the entries above in a different format:
Structure,hgDAF12 agonist,DAX1 inh-1,hcDAF-12 act,PG9 binder,sPLA2-III inh,ssDAF12 agonist,SMARCA2 act,DAX1 inh-2,PLC-beta3 inh,FXN GAA850 act,Rev-erbA mod
CC(NC(=O)c1cc2c(s1)CS(=O)(=O)C2)c1ccccc1 (stereo not drawn),1.2,-1.6,-0.9,-0.4,6,-0.9,-3,0.3,-9,1.4,0
Cc1cccc(N(C(=O)c2csnn2)C(C(=O)NC(C)(C)C)c2cccs2)c1 (stereo not drawn),-2.2,-0.6,-1.6,-0.1,-4,-1.3,-2,-0.7,7,-0.9,-3
COC(=O)c1cc(COC(=O)c2nc3nccc(C)n3n2)oc1C,-2.5,0.1,0.6,1.1,2,-0.4,-3,0.7,-3,2.4,0
C(=C\c1ccccc1)/CN1CCN(C(c2cc3ccccc3o2)c2nnnn2-c2ccc3c(c2)OCCO3)CC1 (stereo not drawn),-2.3,-4.3,-2.6,-0.8,-14,-1.6,-2,x,-2,x,-4
C=CCn1c(SC)nnc1-c1ccc2ncccc2c1,0.1,0.2,0.9,-3.0,-2,-1.4,-3,3.1,8,0.1,-3
CCCc1ccc(S(=O)(=O)N/N=C(/C)c2ccc3c(c2)OCO3)cc1,-0.2,-0.5,-0.4,-2.2,-6,-1.0,-1,0.2,-11,0.6,-1

Further compounds follow.
SMILES	hgDAF12 agonist	DAX1 inh-1	hcDAF-12 act	PG9 binder	sPLA2-III inh	ssDAF12 agonist	SMARCA2 act	DAX1 inh-2	PLC-beta3 inh	FXN GAA850 act	Rev-erbA mod
CN(CC(=O)Nc1ccc(Cl)cc1)CC(=O)Nc1ccc(C(N)=O)cc1	0.3	-0.8	1.3	-0.6	-5	-1.4	-4	-1.2	0	-1.4	3
O=C(NCCN1CCOCC1)c1ccc(Cl)c(Cl)c1	0.3	0.3	-2.4	0.6	2	-1.0	-2	-0.7	-1	1.8	-3
Cc1ccc(S(=O)(=O)NC(=O)Nc2nc(-c3ccc(F)c(F)c3)cs2)cc1	2.3	0.0	1.4	-0.8	-1	-0.2	-2	2.0	-6	0.9	-5
CN(C)c1cccc(NC(=O)CCc2ccccc2)c1	6.6	1.2	2.6	-1.5	14	0.1	3	0.5	-3	-0.7	3
COCC(=O)Nc1ccc(Br)c(C)c1	3.9	0.5	0.5	0.0	-1	-0.7	-2	-0.6	-4	1.2	-2
O=C(NCCOC(=O)c1ccccc1)c1ccccc1	-0.4	3.3	-2.3	0.3	9	-1.1	-2	0.3	-6	-0.5	5
COc1ccc(-c2c(C#Cc3ccsc3)c3cc(-c4ccc(OC)c(F)c4)ccc3n2C)cc1	-0.4	0.3	0.5	-1.3	9	-0.5	0	-0.4	-10	0.2	15
CCOC(=O)C1CCCN(C(=O)COc2ccc(C(C)(C)C)cc2)CC1 (stereo not drawn)	-3.3	-0.9	-2.1	0.3	-4	-1.8	2	x	-2	1.8	-2
COc1ccccc1N1CCN(C(=O)CCCn2nc(C)c([N+](=O)[O-])c2C)CC1	-5.0	0.0	-2.1	-1.7	3	-1.5	-3	-1.8	-8	-1.1	-1
